Source: PubChem BioAssay
NCI-60 one-dose screen, 48 h, at 10 µM unless noted. Numbers give growth in % (100 = growth as untreated, 0 = no growth, -100 = all killed).
PC-3 = PC-3 prostate cancer cells. 3.9% of 80,000 active. AID 1794754
DU-145 = DU-145 prostate cancer | 4.2% of 81,000 active
HCC-2998 = HCC-2998 colon cancer | 4.7% of 79,000 active | AID 1794799
OVCAR-3 = OVCAR-3 ovarian cancer. 7% of 79,000 active
OVCAR-5 = OVCAR-5 ovarian cancer | 2.9% of 82,000 active | AID 1794783
OVCAR-8 = OVCAR-8 ovarian cancer; 4.4% of 81,000 active
SW-620 = SW-620 colon cancer; 5.2% of 82,000 active; AID 1794795
KM12 = KM12 colon cancer cells | 5% of 82,000 active
OVCAR-4 = OVCAR-4 ovarian cancer cells | AID 1794784 | 3.7% of 80,000 active
Starred values were filed as active, the others as inactive; nt = not tested or not shown; & = joins results of further samples; [ ] = dose if it differs, or a comment. How the source made its calls: active means growth percent below 10; inactive means the rest.

1) O=C(O)c1cn(C2CC2)c2cc(N3CCN(C(=O)CN4C(=O)S/C(=C/c5cccc([N+](=O)[O-])c5)C4=O)CC3)c(F)cc2c1=O
2) c1ccc(C[C@H]2CNCc3ccccc32)cc1
3) COc1ccccc1/C=N\N=C\c1ccccc1OC
4) COc1cc(O)c2c(c1N)C(=O)c1ccccc1C2=O
5) N#Cc1ccc(-c2ccc3c(c2)NC(=O)/C3=C\c2ccc[nH]2)cc1
6) CCC(=N)C(c1ccccc1)(c1ccccc1)C(C)CN(C)C (stereo not drawn)
7) N#C/C(=C\N1C(=O)/C(=C/c2cccc([N+](=O)[O-])c2)SC1=S)c1nc2ccccc2s1
8) CC(C)=NNC(N)=S
Compound | 1 | 2 | 3 | 4 | 5 | 6 | 7 | 8
PC-3 | 110 | 97 | 93 | 77 | 85 | 92 | 83 | 78
DU-145 | 106 | 107 | 111 | 90 | 106 | 104 | 100 | 88
HCC-2998 | 99 | 105 | 124 | nt | 59 | 111 | 100 | 105
OVCAR-3 | 105 | 116 | 127 | 93 | 89 | 104 | 90 | 37
OVCAR-5 | 107 | 95 | 113 | 104 | 43 | 79 | 102 | 89
OVCAR-8 | 97 | 106 | 104 | 88 | 101 | 98 | 95 | 72
SW-620 | 101 | 98 | 112 | 80 | 102 | 100 | 105 | 69
KM12 | 99 | 85 | 115 | 78 | 61 | 102 | 81 | 95
OVCAR-4 | 103 | 106 | 106 | 87 | 43 | 103 | 61 | 59

9) CC1=CSC2=NCCN12
10) COC(=O)[C@@H]1CCCN1C(=O)COc1cc(O)c2c(=O)cc(-c3ccccc3)oc2c1
11) O=C(C1CCCCC1)N1CCN(C(=O)C2CCCCC2)CC1
12) CC(C)CC(=O)OC/C=C/c1ccccc1
13) CC1(C)C(=O)CC[C@]2(C)[C@H]3CC=C4[C@@H]5C[C@@](C)(C(N)=O)CC[C@]5(C)CC[C@@]4(C)[C@]3(C)CC[C@@H]12
14) c1cc(OCCN2CCCC2)ccc1CNc1ccc2nc(CCC3CCCCC3)[nH]c2c1
15) COC1OC(CO)C2OC(C)(C)OC12 (stereo not drawn)
16) COC(=O)C(c1ccccc1)(c1ccccc1)c1ccccc1
Compound | 9 | 10 | 11 | 12 | 13 | 14 | 15 | 16
PC-3 | nt | 87 | 100 | 90 | 86 | 52 | 90 | 99
DU-145 | 108 | 93 | 110 | 106 | 105 | 65 | 108 | 122
HCC-2998 | 108 | 93 | 104 | 107 | 106 | 20 | 123 | 104
OVCAR-3 | 113 | 81 | 106 | 104 | 105 | 50 | 110 | 115
OVCAR-5 | 107 | 126 | 110 | 91 | 100 | 68 | 101 | 105
OVCAR-8 | 112 | 93 | 104 | 109 | 97 | 43 | 98 | 110
SW-620 | 102 | 96 | 104 | 102 | 93 | 8.9* | 102 | 106
KM12 | 109 | 87 | 100 | 99 | 104 | 52 | 109 | 106
OVCAR-4 | 103 | 97 | 111 | 122 | 99 | 57 | 99 | 119

3 compounds out of the list, sorted by molecular weight, lowest first:
9) CC1=CSC2=NCCN12
15) COC1OC(CO)C2OC(C)(C)OC12 (stereo not drawn)
11) O=C(C1CCCCC1)N1CCN(C(=O)C2CCCCC2)CC1
Compound | 9 | 15 | 11
PC-3 | nt | 90 | 100
DU-145 | 108 | 108 | 110
HCC-2998 | 108 | 123 | 104
OVCAR-3 | 113 | 110 | 106
OVCAR-5 | 107 | 101 | 110
OVCAR-8 | 112 | 98 | 104
SW-620 | 102 | 102 | 104
KM12 | 109 | 109 | 100
OVCAR-4 | 103 | 99 | 111

More structures.
17) CCOC(=O)CC1CSC(N/N=C/c2ccccc2F)=N1 (stereo not drawn)
18) O=[N+]([O-])c1cccc2ccc(N/N=C/c3ccccc3O)nc12
19) C#CCOc1ccc2ncnc(N3CCC(NC(=O)CCl)CC3)c2c1
20) Nc1nc(-c2cc3c(cc2Cl)NC(=O)/C3=C/c2ccc(O)cc2)cs1
21) CCOC(=O)c1cc(C(=O)c2ccc(OC)c(OC)c2)n2c1ccc1c3ccccc3ccc12
22) Cc1ccc(N(C(=O)C2CCCCN2)C(C(=O)NC(C)(C)C)c2ccc(Cl)cc2)cc1 (stereo not drawn)
23) COc1ccc(/C(=C\c2cc(OC)c(OC)c(OC)c2)C(=O)Nc2nc3ccc(N)cc3s2)cc1
24) C=CCC#CCN1CCC[C@H]1C(=O)NCC(=O)OC
Compound | 17 | 18 | 19 | 20 | 21 | 22 | 23 | 24
PC-3 | 97 | 84&76 | nt | 61 | 100 | 87 | 84 | 100
DU-145 | 111 | 107&89 | 73[8.25 µM] | 84 | 104 | 112 | 99 | 105
HCC-2998 | 96 | 110 | 107[8.25 µM] | 92 | 94 | 106 | 109 | 110
OVCAR-3 | 110 | 101&41 | 68[8.25 µM] | 64 | 117 | 121 | 75 | 113
OVCAR-5 | 94 | 116&113 | 100[8.25 µM] | 100 | 107 | 97 | 89 | 98
OVCAR-8 | 104 | 95&92 | 76[8.25 µM] | 81 | 101 | 97 | 86 | 100
SW-620 | 110 | 96&22 | 56[8.25 µM] | 87 | 97 | 105 | 101 | 101
KM12 | 102 | 84&87 | 97[8.25 µM] | 66 | 101 | 109 | 97 | 100
OVCAR-4 | 100 | 100&93 | 36[8.25 µM] | 72 | 118 | 107 | 83 | 102

25) CSCC[C@@H]1NC(=O)Nc2nc3ccccn3c2C1=O
26) O=c1[nH]c([C@@H]2CCCN2)nc2c1oc1ccc(Cl)cc12
27) C/C(=N\Nc1ncc(-c2ccc3occc3c2)s1)c1nnn(-c2ccc([N+](=O)[O-])cc2)c1C
28) CCN(C(=O)N(CC)c1ccccc1)c1ccccc1
29) COc1ccc(-c2nc(N=Nc3c(O)[nH]c4ccc(Br)cc34)nc(N3CCOCC3)c2C#N)cc1
30) COC(=O)c1nc(=S)[nH]c(C(=O)OC)c1C(=O)c1ccc(O)cc1O
31) COc1ccc(NCN2C(=O)c3ccccc3C2=O)cc1
32) O=S(=O)(O)CCc1ccccn1
Compound | 25 | 26 | 27 | 28 | 29 | 30 | 31 | 32
PC-3 | 102 | 58 | 104 | 85&97 | 95 | 107 | 73 | 98
DU-145 | 112 | 73 | 104 | 114&105 | 99 | 121 | 99 | 126
HCC-2998 | 98 | nt | 105 | 105&102 | 104 | 111 | 83 | 107
OVCAR-3 | 112 | 65 | nt | 112&113 | 106 | 123 | 105 | 119
OVCAR-5 | 116 | 50 | 119 | 93&84 | 106 | 112 | 114 | 99
OVCAR-8 | 101 | 73 | 100 | 101&106 | 99 | 111 | 95 | 98
SW-620 | 96 | 23 | 106 | 103&101 | 105 | 109 | 87 | 102
KM12 | 108 | 32 | 107 | 109&110 | 101 | 113 | 83 | 110
OVCAR-4 | 111 | 84 | 100 | 94 | 111 | 106 | 110 | 103

33) Nc1cc(-c2nc3sccn3c2-c2ccnc(NCCCNS(=O)(=O)c3ccc(F)cc3)n2)ccc1F
34) Cc1cc(C)c2c(N)c3cccc(C)c3nc2n1
35) CC(C)=C1C(=O)N(c2ccccc2)N(c2ccccc2)C1=O
36) O=C(NNc1nc2cc(F)ccc2n2c(CN3CCCC3)ccc12)c1cnccn1
37) CCOC(=O)C/C(C)=N\O
38) COc1ccc(CSc2nc(-c3ccc(OCc4ccccc4)c(OC)c3)c(C#N)c(=O)[nH]2)cc1
39) COc1cc(-c2nn(-c3ccc(NC(=O)CN(C)C)cc3)cc2-c2ccncc2)ccc1Cl
40) CC(C)NCCCCCCl
Compound | 33 | 34 | 35 | 36 | 37 | 38 | 39 | 40
PC-3 | 49 | -4.4* | 97 | 21 | 97 | 93 | 91 | 92
DU-145 | 59 | 2.9* | 116 | 17 | 107 | 103 | 103 | 122
HCC-2998 | 90 | -39* | 102 | 36 | 101 | 105 | 106 | 125
OVCAR-3 | 79 | -36* | 117 | 4.6* | 100 | nt | 110 | 120
OVCAR-5 | 61 | -23* | 104 | 33 | 106 | 107 | 98 | 98
OVCAR-8 | 47 | nt | 101 | 14 | 109 | 100 | 103 | 97
SW-620 | 55 | -1.9* | 102 | 22 | 101 | 106 | 122 | 104
KM12 | 60 | 6.4* | 107 | 20 | 104 | 98 | 101 | 102
OVCAR-4 | 55 | 2.5* | 108 | 14 | nt | 100 | 101 | 103

Compound profiles, from the list above:
CCOC(=O)CC1CSC(N/N=C/c2ccccc2F)=N1 (stereo not drawn) as listed: PC-3: 97; DU-145: 111; HCC-2998: 96; OVCAR-3: 110; OVCAR-5: 94; OVCAR-8: 104; SW-620: 110; KM12: 102; OVCAR-4: 100
COC1OC(CO)C2OC(C)(C)OC12 (stereo not drawn) as listed: PC-3: 90; DU-145: 108; HCC-2998: 123; OVCAR-3: 110; OVCAR-5: 101; OVCAR-8: 98; SW-620: 102; KM12: 109; OVCAR-4: 99

Random excerpt: 3 entries already listed, in no set order.
39) COc1cc(-c2nn(-c3ccc(NC(=O)CN(C)C)cc3)cc2-c2ccncc2)ccc1Cl
38) COc1ccc(CSc2nc(-c3ccc(OCc4ccccc4)c(OC)c3)c(C#N)c(=O)[nH]2)cc1
36) O=C(NNc1nc2cc(F)ccc2n2c(CN3CCCC3)ccc12)c1cnccn1
Compound | 39 | 38 | 36
PC-3 | 91 | 93 | 21
DU-145 | 103 | 103 | 17
HCC-2998 | 106 | 105 | 36
OVCAR-3 | 110 | nt | 4.6*
OVCAR-5 | 98 | 107 | 33
OVCAR-8 | 103 | 100 | 14
SW-620 | 122 | 106 | 22
KM12 | 101 | 98 | 20
OVCAR-4 | 101 | 100 | 14

Later entries
41) N#Cc1ccc(/C=N/N=C2\C(=O)Nc3ccc(Br)cc32)cc1
42) Nc1onc(-c2ccccc2)c1[N+](=O)[O-]
43) COc1ccc(Cc2nn(CC(=O)N/N=C/c3ccco3)c(=O)c3c(C)noc23)cc1
44) CC(=O)N1C(=S)NC(C)=C(C(=O)OCc2ccccc2)C1c1ccc2c(c1)OCO2 (stereo not drawn)
45) CC12CCCC(=O)N1c1ccccc1-c1nnnn12 (stereo not drawn)
46) CS(=O)(=O)Oc1cc2oc(=O)c3c(c2cc1Cl)CCCCC3
47) O=C(Nc1cccc(-n2cc(-c3ccncc3)c(-c3ccc(O)c(Cl)c3)n2)c1)c1ccc2c(c1)OCCO2
48) O=C(Nc1cccc(-n2cc(-c3ccncc3)c(-c3ccc(Cl)c(O)c3)n2)c1)Nc1cc(C(F)(F)F)cc(C(F)(F)F)c1
Compound | 41 | 42 | 43 | 44 | 45 | 46 | 47 | 48
PC-3 | 95 | 84 | 94 | 81 | 90 | 50 | 41 | -32*
DU-145 | 112 | 101 | 109 | 95 | 104 | 96 | 80 | -28*
HCC-2998 | 99 | 116 | 110 | 110 | 103 | 114 | 78 | -57*
OVCAR-3 | 107 | nt | 102 | 104 | 108 | 97 | 86 | -67*
OVCAR-5 | 107 | 116 | 106 | 107 | 104 | 96 | 107 | -33*
OVCAR-8 | 100 | 93 | 96 | 80 | 99 | 97 | 32 | -12*
SW-620 | 102 | 106 | 95 | 65 | 95 | 93 | 77 | 3.3*
KM12 | 100 | 107 | 97 | 71 | 100 | 95 | 48 | -50*
OVCAR-4 | 98 | 104 | 102 | 99 | 100 | 83 | 84 | 0.9*

49) Clc1ccc(-c2cn3cc(Cc4ccc(Cl)c(Cl)c4)sc3n2)cc1
50) CCOC(=O)C1=C(C(C)=O)C(c2ccccc2[N+](=O)[O-])C(C(C)=O)=C(C(=O)OCC)N1
51) CCN(C(=O)C(c1ccccc1)C(C(=O)N(CC)c1ccccc1)c1ccccc1)c1ccccc1 (stereo not drawn)
52) O=C1OCC2=C1C(c1cccc(Cl)c1)c1cc3c(cc1N2CCO)CCC3 (stereo not drawn)
53) CCc1ccc(C2CC(c3cccc(Br)c3)=NN2c2ccc(S(N)(=O)=O)cc2)cc1 (stereo not drawn)
54) Clc1ccc(Cc2nnc3sc(-c4csc5c4CCCC5)nn23)cc1
55) COc1ccc(C2=Nc3nc(-c4ccccc4)cc(=O)n3NC3=C2C(=O)CC(C)(C)C3)cc1
56) COc1cc(C2C(C#N)=C(c3c[nH]c4ccccc34)Nc3nc(N)[nH]c(=O)c32)cc(OC)c1OC (stereo not drawn)
57) CC(C)(C)C(=O)OCc1ccccc1
Compound | 49 | 50 | 51 | 52 | 53 | 54 | 55 | 56 | 57
PC-3 | 82 | 67 | 98 | 20 | 97 | 86 | 85 | 63 | 99
DU-145 | 70 | 100 | 111 | -46* | 104 | 104 | 109 | 86 | 105
HCC-2998 | 68 | 115 | 107 | nt | 124 | 95 | 106 | 93 | 107
OVCAR-3 | 98 | 81 | 109 | -54* | 110 | nt | 99 | 21 | 112
OVCAR-5 | 84 | 119 | 111 | 46 | 109 | 73 | 87 | 97 | 95
OVCAR-8 | 75 | 98 | 109 | 4.2* | 103 | 87 | 96 | 99 | 108
SW-620 | 52 | 102 | 108 | 16 | 105 | 77 | 99 | 87 | 111
KM12 | 32 | 96 | 105 | -47* | 100 | 90 | 108 | 94 | 100
OVCAR-4 | 56 | 101 | 99 | 50 | 97 | 95 | 93 | 75 | 108
